High-throughput results deposited in PubChem by several laboratories.
BH1578 lux ind: inducers of Vibrio cholerae quorum light production without autoinducers, primary screen, BH1578 luxS cqsA deficient, single point; V. cholerae BH1578 lux reporter, luminescence, 6 h; activation, % at 18.7 µM; 350,000 tested, 0.16% active; in the data active = activation mostly above about 9.7%, no sharp cut-off; also: not every result past the cut was called active; inactives centre near 0; reference of the scale not given here
TcdB inh: TcdB glycohydrolase inhibitors, primary screen, biochemical, single point, plate reader; inhibition, % at 9.99 µM; TcdB glycohydrolase enzymatic assay; Toxin B (Clostridioides difficile), P18177; 350,000 tested, 0.24% active; in the data active = inhibition above about 10%
BoNT A protease: BoNT/A light chain protease inhibitors, primary screen, biochemical, flow cytometry, MLPCN library. Botulinum neurotoxin type A light chain protease (Clostridium botulinum A str. ATCC 3502). multiplex microsphere protease substrate cleavage. inhibition, % at 10 µM. 360,000 tested, 0.17% active. AID 588499, 2011; also: plate controls were buffer without enzyme for full effect and enzyme alone for no effect
Anthrax LF inh2: Bacillus anthracis LF protease inhibitors, primary screen, biochemical, multiplex microsphere, MLPCN library | Lethal factor (Bacillus anthracis), P15917 | multiplex microsphere protease cleavage assay | inhibition, % at 10 µM | 360,000 tested, 0.12% active | AID 588501, 2011; also: plate controls were buffer without enzyme for full effect and enzyme alone for no effect
Target sequence (P15917 whole entry, looked up): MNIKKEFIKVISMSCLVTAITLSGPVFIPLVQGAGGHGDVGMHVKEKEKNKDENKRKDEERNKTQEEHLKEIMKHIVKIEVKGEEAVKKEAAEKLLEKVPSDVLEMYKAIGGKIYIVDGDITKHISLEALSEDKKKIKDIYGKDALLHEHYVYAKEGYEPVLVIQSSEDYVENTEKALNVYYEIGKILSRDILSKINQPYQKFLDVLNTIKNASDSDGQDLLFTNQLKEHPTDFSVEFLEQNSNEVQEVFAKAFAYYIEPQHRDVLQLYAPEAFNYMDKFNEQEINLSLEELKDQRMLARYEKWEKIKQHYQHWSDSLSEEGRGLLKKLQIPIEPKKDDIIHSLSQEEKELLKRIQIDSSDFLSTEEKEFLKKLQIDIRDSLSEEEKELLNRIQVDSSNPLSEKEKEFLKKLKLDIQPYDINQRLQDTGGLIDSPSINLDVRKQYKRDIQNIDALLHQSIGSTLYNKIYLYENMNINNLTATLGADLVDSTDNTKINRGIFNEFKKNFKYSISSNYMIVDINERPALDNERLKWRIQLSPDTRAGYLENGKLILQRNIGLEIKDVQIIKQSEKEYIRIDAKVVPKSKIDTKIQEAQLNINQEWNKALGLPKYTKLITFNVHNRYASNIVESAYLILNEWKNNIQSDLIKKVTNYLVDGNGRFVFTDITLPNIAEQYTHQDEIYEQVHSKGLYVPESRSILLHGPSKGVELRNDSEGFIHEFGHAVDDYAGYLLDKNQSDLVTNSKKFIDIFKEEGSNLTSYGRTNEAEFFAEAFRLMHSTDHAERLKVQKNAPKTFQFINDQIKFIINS
CCHF vOTU inh: CCHFV vOTU protease inhibitors, primary screen, biochemical, Pep-AMC substrate, fluorescence; AID 651958, 2012; inhibition, % at 11.5 µM; 370,000 tested, 0.55% active; Crimean-Congo hemorrhagic fever virus L polyprotein viral ovarian tumor (vOTU) protease …; in the data active = inhibition above about 30%; also: 0% = vehicle wells with enzyme and 100% = no enzyme wells
Yp Topo-I inh: Yersinia pestis topoisomerase I inhibitors, primary screen, biochemical, cleavage product accumulation, plate reader, single point; DNA topoisomerase I (Yersinia pestis CO92); Y. pestis Topo-I cleavage product accumulation; activity, % at 10 µM; 360,000 tested, 0.064% active; in the data active = activity above about 50%, passing the limit was not always enough; also: inactives centre near 2
SARS 3CLpro inh: SARS-CoV 3CLpro protease inhibitors, primary screen, biochemical, quenched FRET; Replicase polyprotein 1ab (Severe acute respiratory syndrome coronavirus), P0C6X7; recombinant SARS-CoV 3CLpro, quenched FRET peptide cleavage; inhibition, % at 6 µM; 290,000 tested, 0.14% active; AID 1706, 2009; in the data active = inhibition above about 12%
PfHsp40 rescue: rescue of yeast from PfHsp40 toxicity, primary screen, S. cerevisiae, ATP luminescence; 340,000 tested, 0.68% active; growth rescue, % at 12.5 µM; S. cerevisiae expressing PfHsp40, growth rescue; in the data active = growth rescue above about 28%, passing the limit was not always enough;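 also: yeast W303a lacking pdr1 and pdr3 grown in galactose medium; growth measured after three days at 30 °C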
SSB-PriA inh: inhibitors of Klebsiella pneumoniae PriA binding to SSB C-terminal tail, primary screen, biochemical, AlphaScreen; AlphaScreen SSBct-PriA binding, biotinylated peptide; inhibition, % at 33 µM; 430,000 tested, 0.6% active; in the data active = inhibition mostly above about 37%, no sharp cut-off; inactive = mostly below about 20%;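 also: plate controls were negative control peptide for no effect and reference peptide for full effect; strong numbers were not always called active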
DUSP3 inh: VHR1 phosphatase inhibitors, primary screen, biochemical, absorbance, uHTS; inhibition, % at 13.3 µM; 290,000 tested, 0.52% active; recombinant VHR phosphatase, pNPP absorbance; Dual specificity protein phosphatase 3 (Homo sapiens), P51452; in the data active = inhibition above about 50%; also: some compounds called inactive have numbers as strong as hits
Target sequence (P51452 whole entry, looked up): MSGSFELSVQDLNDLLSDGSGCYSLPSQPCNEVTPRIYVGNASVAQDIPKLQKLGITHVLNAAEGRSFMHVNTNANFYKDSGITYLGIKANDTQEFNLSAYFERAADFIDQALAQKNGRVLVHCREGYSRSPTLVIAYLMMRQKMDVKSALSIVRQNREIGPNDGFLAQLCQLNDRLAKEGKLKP
An asterisk follows results filed as active; i = inactive; nt = no result given. Rule as the data show it, unless noted: active = inhibition above about 30%; inconclusive = no clear call, values can overlap the other calls; inactive = below that.

SMILES	BH1578 lux ind	TcdB inh	BoNT A protease	Anthrax LF inh2	CCHF vOTU inh	Yp Topo-I inh	SARS 3CLpro inh	PfHsp40 rescue	SSB-PriA inh	DUSP3 inh
O=S(=O)(NC1c2cccc3cccc(c23)C1Sc1ncccn1)c1ccccc1 (stereo unspecified)	-0.3	1.1	0.9	0	5	11	9	1.7	-2	13
COc1cccc(NC(=O)CSc2nc(C3CC3)nc3ccccc23)c1	-10	1.3	-1.3	10	4	5	-1	-2.5	-7	31
O=C(NC1CCCCC1)c1ccccc1NC(=O)C1CC1	-0.7	nt	0.2	-11	-1	-4	5	0.3	5	8
COc1ccc(-c2nnc3sc(CCN4C(=O)c5ccccc5C4=O)nn23)cc1	-0.2	nt	0.1	2	6	3	1	2.2	-4	8
CC(C(=O)NCC1CCCO1)n1cc([N+](=O)[O-])cn1 (stereo unspecified)	-1.3	0.9	0.7	3	5	3	0	1.6	-5	-7
COc1ccc2c(N)c(C(=O)NN)[nH]c2c1	1.5	0.1	-0.3	-54	28	1	3	-2.4	-13	4
Cc1ccc(S(=O)(=O)Cc2ccc(C(=O)N3CCc4ccccc4C3)o2)cc1	-0.2	-0.2	0.2	-8	0	0	0	0.8	-6	54*
COc1ccc(-n2cnc3cc(NC(=O)c4ccco4)ccc32)cc1	-0.6	nt	-0.7	-2	nt	24	3	-0.1	5	8
COc1ccc(F)cc1C(=O)C1CCCN(Cc2ccc(O)cc2)C1 (stereo unspecified)	-0.2	-7.9	-2.9	3	14	10	3	0.0	-16	-10
O=C(Nc1nnc(-c2ccco2)o1)c1ccc(S(=O)(=O)N2CCCC2)cc1	0.2	0.0	-0.6	-1	3	6	5	-0.9	-11	12
CCC(C(=O)Nc1ccccn1)c1ccccc1 (stereo unspecified)	-0.9	0.2	0.1	0	4	5	nt	0.7	-9	nt
COc1ccc(-n2c3c(cc(C(=O)Nc4cccc(C)n4)c2=O)C(=O)CC(C)(C)C3)cc1	2.4	1.1	-0.7	-4	0	-7	-2	-0.5	-3	33
C/C(CC(O)(/C=N/O)c1ccccc1)=N\O (stereo unspecified)	-0.3	nt	-0.8	-4	-4	2	-2	0.2	nt	-1
CCOC(=O)C(C#N)c1ccccn1 (stereo unspecified)	-1.0	nt	-0.6	-2	5	-7	0	-1.1	-16	-13
O=C(COC(=O)c1ccco1)NCc1ccc(F)cc1	i	1.0	-1.9	0	5	4	6	0.4	-8	18
COc1cc(C)c(N(C(C)=O)c2ccccc2)c(C)c1	-0.3	nt	0.0	-2	1	7	-2	0.7	-21	15
O=[N+]([O-])c1ccc(NC(=S)NCc2ccc(F)cc2)cc1	i	0.9	-2.5	-4	3	-16	4	109*	15	38
CC(c1ccccc1)c1nnc(NC(=O)Nc2ccccc2)s1 (stereo unspecified)	-0.4	1.0	nt	nt	7	-3	3	0.0	1	-8
Cc1ccccc1CN1CCSc2sccc2C1=O	-0.9	8.8	-0.7	-5	9	0	1	0.1	-11	11
Cc1nc(-c2ccccc2)sc1-c1n[nH]c(=S)n1C	-0.7	nt	30*	24	-2	4	-4	2.7	-9	8
CC1CCCN(C(=O)c2cc(-c3cccs3)nc3ccccc23)C1 (stereo unspecified)	nt	0.7	-0.4	-1	-58	36	nt	1.4	-16	nt
COc1ccc(N(C(=O)Cn2nnc(-c3ccccc3F)n2)C(C(=O)NCC2CCCO2)c2ccc(Cl)cc2)cc1 (stereo unspecified)	-0.3	4.0	-0.5	2	0	8	5	0.6	-3	4
O=C(NC(c1ccc(F)cc1)c1cnccn1)C1CCN(CCOc2ccc(Cl)cc2Cl)CC1 (stereo unspecified)	-3.3	-2.6	-0.5	-5	21	9	nt	nt	nt	nt
CCCN1CCC(NC(=O)C2CCN(C(C)=O)CC2)CC1	i	-0.6	0.5	-13	0	1	-1	-0.9	7	-2
Clc1ccc(N2CCN(Cc3ccccc3Cl)CC2)cc1	1.5	0.8	-1.7	-4	-4	0	-1	-0.8	-14	4
CCOC(=O)/C(C#N)=C/c1ccc(N2CCCCC2)cc1	i	nt	7.3	5	7	3	1	2.5	-95	0
CCCOc1ccc(C(=O)NNC(=S)NC(=O)c2ccccc2)cc1	0.9	0.8	-0.4	0	17	18	1	-1.7	3	21
CC1=NNC(=O)C1CCC(=O)N/N=C(\C)c1ccccc1 (stereo unspecified)	-0.5	-1.9	1.7	3	-6	-1	3	0.3	nt	18
N#Cc1ccc(N2CCOCC2)c([N+](=O)[O-])c1	i	0.9	0.8	3	7	0	0	-1.3	-10	11
O=C(Nc1nnc(C2CC2)o1)c1ccc(S(=O)(=O)N2CCCc3ccccc32)cc1	-0.3	-0.3	-1.7	-8	0	1	nt	0.3	19	25
COc1cc(C)c(S(=O)(=O)N2CCOCC2)c(C)c1C	i	1.6	-0.9	-3	17	3	4	6.2	-21	21
Cc1ccc2[nH]c(=O)c(CN3CCCCC3)c(-c3ccccc3)c2c1	i	1.9	1.6	6	-8	0	-4	0.5	1	23
C[C@H](NC(=O)N1CCn2c1nc1ccccc12)C(=O)NCc1ccc(F)cc1	i	-1.1	2.9	-2	13	0	-1	1.0	-5	14
Cn1ccc(NC(=O)Nc2ccc(Cl)cc2)n1	i	0.5	3.4	19	4	-6	-5	0.4	-8	14
COc1ccccc1OCC(=O)Nc1ccc2c(c1)OCCO2	-0.1	-0.5	-0.4	-2	4	-5	1	-1.2	-15	-23
CN(CC(=O)Nc1ccccc1Br)C(=O)c1sccc1-c1ccccc1	i	1.3	-3.7	-2	9	26	nt	-1.8	-1	nt
Nc1nc(-c2ccc(Cl)cc2)cc(C(F)(F)F)n1	i	nt	-1.6	-1	-1	-2	-1	-0.7	-7	-4
Nc1cccc(Oc2ccc3c(c2)C(=O)N(CC2CCCO2)C3=O)c1 (stereo unspecified)	-0.3	1.5	-0.5	-2	15	7	3	0.7	-10	24
C=C(C)C(=O)Nc1cccc(C2=NOC3(C2)C[C@@H](C(N)=O)N(C(=O)CCCCC)C3)c1 (stereo partly specified)	nt	0.5	nt	nt	14	nt	nt	-1.9	61*	34
COc1ccc(CN=C(C)c2c(C(F)(F)F)[nH]n(-c3nc4ccccc4s3)c2=O)cc1	i	nt	0.4	1	-2	3	0	-0.7	-12	35
Cc1ccsc1C(=O)N1CCCC(CCC(=O)N2CCN(c3ccccn3)CC2)C1 (stereo unspecified)	-0.6	1.3	-0.7	6	1	15	5	-0.8	-12	26
CCCCOC(=O)c1ccc(NC(=O)CSCc2n[nH]c(=O)[nH]2)cc1	-0.8	nt	-0.3	-2	-6	0	7	0.0	-3	-8
OCCN(CC(O)COc1ccccc1)CC(O)Cn1ccc2ccccc21 (stereo unspecified)	0.4	1.1	-0.7	-2	13	3	0	-0.5	-12	7
CCN1C(=NCCOC)N[C@@H](CCc2ccccc2)[C@H](C(=O)OC)[C@H]1C	i	0.6	-0.1	-3	5	4	-8	-1.5	12	1
Cc1nn(CC(=O)NCCc2ccccc2)c(=O)c2ccccc12	nt	nt	-0.1	-2	9	3	-1	0.2	-13	17
CCOc1cc(C(=O)OC(C)C(=O)Nc2ncc(Cl)cc2Cl)ccc1OCC(=O)N1CCOCC1 (stereo unspecified)	-0.2	-1.0	-0.5	0	-9	-5	-6	-1.8	-14	5
CCCCC(=O)NCCc1ccc(S(N)(=O)=O)cc1	-5.3	nt	-0.6	-2	-5	8	0	1.9	-12	-10
O=C(O)c1cccc(NS(=O)(=O)c2ccc(-c3ccc(S(=O)(=O)Nc4cccc(C(=O)O)c4)cc3)cc2)c1	0.1	-2.1	-0.6	-1	0	-3	4	-0.3	-8	15
CC(C1=C(CCN(C)C)Cc2ccccc21)c1ccccn1 (stereo unspecified)	i	-1.3	-0.7	0	8	1	nt	0.6	-15	nt
COc1cc(OC)c2c(c1C(CCN1CCOCC1)c1ccc(N(C)C)cc1)OC(=O)CC2c1ccc(N(C)C)cc1 (stereo unspecified)	i	-1.1	0.3	-6	-1	18	nt	-1.1	60	26

Continuation:
SMILES	BH1578 lux ind	TcdB inh	BoNT A protease	Anthrax LF inh2	CCHF vOTU inh	Yp Topo-I inh	SARS 3CLpro inh	PfHsp40 rescue	SSB-PriA inh	DUSP3 inh
Cc1ccc(OC(=S)Nc2ccc(F)cc2)cc1	i	nt	0.0	9	2	11	-8	-0.6	-4	12
COCCCn1c(CCC(=O)O)ccc1-c1ccc(F)cc1	1.3	nt	0.3	3	-46	4	2	-0.4	6	16
CCOc1ccccc1N=Nc1c(C)[nH]n(-c2ccccc2)c1=O	i	nt	-7.4	-20	nt	4	0	-0.1	10	11
Cc1c(NC(=S)N/N=C/c2ccc(Br)cc2)c(=O)n(-c2ccccc2)n1C	-0.4	-1.1	6.8	3	17	18	-7	0.1	nt	16
Cc1cc(C(=O)CCC(=O)N(C)CC(=O)Nc2ccc(OC(F)(F)F)cc2)c(C)s1	-0.3	1.5	-3.0	1	12	4	nt	6.4	-10	nt
COc1cc(OC)cc(C(=O)NC2=NCCS2)c1	i	nt	-1.6	0	11	4	0	-1.1	-16	6
Cc1cc(C=C2C(=O)N(C)C(=S)N(C)C2=O)c(C)n1C1CCCC1	i	nt	54*	38*	3	7	-5	-0.4	-3	14
COc1ccc(C2=Nc3ccccc3NC(=O)C2N(Cc2ccccc2)C(=O)C2=NNC(=O)CC2)cc1 (stereo unspecified)	nt	1.6	1.7	4	12	nt	nt	nt	nt	nt
CC(=O)N1CCN(c2ccccc2NC(=O)c2cc(Br)ccc2Cl)CC1	-0.6	nt	1.5	-2	-4	1	1	0.5	1	3
CCOC(=O)Cc1csc(SCC(=O)Nc2cc(Cl)ccc2Oc2ccccc2)n1	0.1	nt	-0.7	-7	1	68*	2	0.2	-35	30
CCN1CCN(c2ccc(S(=O)(=O)N3CCCCC3)cc2NC(=O)COc2cc(C)ccc2Cl)CC1	-1.2	nt	-3.1	5	nt	12	nt	-0.2	21	nt
C=CCn1cc(C(=O)N2CCN(CC)CC2)c(=O)c2cc(S(=O)(=O)N(CC)CC)ccc21	i	0.8	-0.7	3	0	6	-1	0.5	3	nt
CC(=O)Nc1ccc(NC(=O)C(C)OC(=O)c2ccc(S(=O)(=O)N3CCCCC3)cc2)cc1 (stereo unspecified)	i	0.6	1.1	8	0	30	nt	0.1	-17	nt
COc1ccc(C2CC(c3cccs3)=NN2C(=O)c2ccccc2)cc1OC (stereo unspecified)	i	3.0	-4.7	2	-6	43	-3	0.6	5	18

Shown field by field: entries from further up.
C=CCn1cc(C(=O)N2CCN(CC)CC2)c(=O)c2cc(S(=O)(=O)N(CC)CC)ccc21
  BH1578 lux ind: i; TcdB inh: 0.8; BoNT A protease: -0.7; Anthrax LF inh2: 3; CCHF vOTU inh: 0; Yp Topo-I inh: 6; SARS 3CLpro inh: -1; PfHsp40 rescue: 0.5; SSB-PriA inh: 3; DUSP3 inh: nt
CC(=O)Nc1ccc(NC(=O)C(C)OC(=O)c2ccc(S(=O)(=O)N3CCCCC3)cc2)cc1 (stereo unspecified)
  BH1578 lux ind: i; TcdB inh: 0.6; BoNT A protease: 1.1; Anthrax LF inh2: 8; CCHF vOTU inh: 0; Yp Topo-I inh: 30; SARS 3CLpro inh: nt; PfHsp40 rescue: 0.1; SSB-PriA inh: -17; DUSP3 inh: nt

Some of the compounds tested (hit frequency here may not be typical).
